Bioassay records: PubChem BioAssay, Broad Institute
RAD54 inh: inhibitors of human RAD54 branch migration. RAD54 Holliday junction branch migration, FAM/BHQ fluorescence. inhibition, % at 10.4 µM. AID 602329. Q92698. hit rate 0.14% among 360,000;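 active = mean normalized replicate activity at least 40 and at least half of replicates scoring 40 or more; inconclusive = only one of the two criteria met; inactive = mean below 40 and under half of replicates reaching 40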;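 also: 0% = median of neutral control wells and 100% = median of positive control wells; inhibitors cause a drop in the FAM fluorescence signal; in these data hits start at about 50%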
Target sequence (Q92698 whole entry, looked up): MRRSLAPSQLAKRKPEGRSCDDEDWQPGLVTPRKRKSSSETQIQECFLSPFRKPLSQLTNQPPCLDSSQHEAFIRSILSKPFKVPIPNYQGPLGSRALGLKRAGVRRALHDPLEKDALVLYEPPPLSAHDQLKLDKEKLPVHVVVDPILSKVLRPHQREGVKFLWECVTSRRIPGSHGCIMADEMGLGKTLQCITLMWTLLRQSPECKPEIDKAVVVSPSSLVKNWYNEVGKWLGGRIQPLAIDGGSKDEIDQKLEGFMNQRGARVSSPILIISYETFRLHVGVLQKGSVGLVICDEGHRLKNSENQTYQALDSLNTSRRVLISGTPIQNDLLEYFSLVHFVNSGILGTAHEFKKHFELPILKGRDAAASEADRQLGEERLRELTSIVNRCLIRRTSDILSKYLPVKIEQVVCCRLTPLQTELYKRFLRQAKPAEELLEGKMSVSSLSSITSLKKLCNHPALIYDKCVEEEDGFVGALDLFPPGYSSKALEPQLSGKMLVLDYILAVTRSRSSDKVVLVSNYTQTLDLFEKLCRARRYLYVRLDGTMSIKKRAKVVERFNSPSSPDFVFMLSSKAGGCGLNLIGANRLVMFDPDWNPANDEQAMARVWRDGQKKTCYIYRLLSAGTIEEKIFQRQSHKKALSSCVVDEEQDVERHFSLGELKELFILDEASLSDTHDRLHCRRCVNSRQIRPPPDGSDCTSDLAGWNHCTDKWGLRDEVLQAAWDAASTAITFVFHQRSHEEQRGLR
E-selectin induc: induces E-selectin expression in human endothelial cells | HUVEC E-selectin immunofluorescence imaging; normalized: neutral wells 0, TNF-alpha wells 100 | activation, % at 7.58 µM | hit rate 0.37% among 260,000 | AID 686992;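 active = mean E-selectin-positive cell signal at least 10% of the positive control, reached in at least 60% of replicates, without over 20% cell loss; inconclusive = no rule given, readout overlaps actives, possibly toxicity-flagged; inactive = the rest, including those meeting only one limit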;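 also: in these data hits start at about 27%; measured in HUVEC primary endothelial cells; signal is the percent of cells scored E-selectin positive by PE staining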
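Test system: HUVEC | Signal: Immunofluorescence imaging | Read-out: Percent E-selectin-positive cells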
XiGFP reactiv: X-chromosome reactivation activator | AID 743238 | activation, % at 7.58 µM | hit rate 0.055% among 360,000 | XiGFP mouse fibroblasts, % GFP-positive cells imaging, 3 d; cells co-treated with 5-aza-dC sensitizer; scaled so ellipticine positive control = 100%;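 active = mean normalized replicate activation at least 10% and every replicate at or above 10%; inconclusive = only one of the two criteria met; inactive = mean below 10% and not all replicates reach 10%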;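 also: 0% = median of on-plate neutral control wells and 100% = ellipticine 6 µM median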
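Material: XiGFP fibroblasts, SV40-immortalized; Buffer or medium: DMEM containing 5-aza-dC; Compound dosing: single point; Times: 3 days compound exposure.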
RAD52 inh: inhibitors of human RAD52 DNA annealing; P43351; recombinant RAD52 DNA annealing, FRET fluorescence; inhibition, % at 18.7 µM; hit rate 0.46% among 360,000; AID 651710;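 active = every replicate showing at least 50% inhibition; inconclusive = mean inhibition at least 50% but not in every replicate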
ERp5 inh: inhibitors of human ERp5. Q15084. inhibition, % at 9.99 µM. ERp5 insulin aggregation, absorbance 650 nm, 90 min. hit rate 0.05% among 350,000;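 active = mean replicate inhibition above about 25%, with every replicate also reaching it, limit read from the data, passing the limit was not always enough; inconclusive = only one of those two criteria met; inactive = neither criterion met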
esBAF inh: SWI/SNF esBAF complex inhibition | reporter increase, % at 12.5 µM | mouse ES cells, Bmi1-luciferase knock-in reporter, 24 h; 100% = twice the neutral-well signal | hit rate 2% among 350,000; in the data active = activation above about 40%; inconclusive = no clear call, values can overlap the other calls;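 also: 0% = median of the plate's neutral control wells and 100% = double that signal; a rise in the Bmi1 reporter signal indicates esBAF inhibition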
ERAP1 HTS inh: inhibitors of human ERAP1 aminopeptidase. Q9NZ08. recombinant ERAP1, Leu-AMC fluorescence, 60 min. inhibition, % at 10.7 µM. hit rate 0.15% among 340,000. AID 652197;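 active = mean replicate inhibition of at least 30%, or all replicates individually reaching that 30% level; inactive = mean below 30% and not every replicate reaching it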;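 also: 0% = neutral control wells and 100% = L-leucinethiol positive control wells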
S100A4 inh HTS: S100A4-myosin IIA interaction inhibition | P26447 | S100A4/TAMRA-MyoIIA peptide fluorescence polarization | inhibition, % at 10.7 µM | hit rate 0.14% among 360,000 | AID 652163;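 active = mean inhibition of at least 70% across replicates, with every replicate also reaching that level; inconclusive = mean inhibition reaches 70% but some replicates fall short; inactive = mean inhibition below 70%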
Target sequence (P26447 whole entry, looked up): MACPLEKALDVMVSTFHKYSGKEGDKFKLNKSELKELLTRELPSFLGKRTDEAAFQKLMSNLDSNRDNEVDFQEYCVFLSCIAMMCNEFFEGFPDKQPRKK
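System – human S100A4 monomer protein, biochemical binding assay · Buffer or medium – Calcium-containing HEPES buffer, pH 7.2 · Timing – 5 min between mix addition and reading · Also added – TAMRA-labelled myosin IIA heavy-chain peptide probe, 5 nM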
The depositor's hits bear a star; ? = inconclusive; · = no result given.

Values run as follows: RAD54 inh, E-selectin induc, XiGFP reactiv, RAD52 inh, ERp5 inh, esBAF inh, ERAP1 HTS inh, S100A4 inh HTS
- C[C@H]1CN([C@@H](C)CO)C(=O)c2cc(/C=C/c3ccccc3)cnc2O[C@H]1CN(C)Cc1cccnc1
→ -17, 0.1, -0.2, 12, -1, 1, -1, 9
- O=C(c1ccco1)N1CCN(C(=O)c2ccccc2Oc2ccccc2)CC1
→ ·, ·, ·, -8, -7, -6, -1, 1
- Cc1cc2c(cc1C)NC(=O)CC(c1ccccc1)=N2
→ ·, 0.0, -0.1, -9, 4, ·, 6, -5
- C[C@@H]1CCCCO[C@H](CN(C)Cc2ccc(C(=O)Nc3ccccc3N)cc2)[C@@H](C)CN([C@H](C)CO)C(=O)c2cc(NS(=O)(=O)c3cn(C)cn3)ccc2O1
→ -14, 0.1, -0.1, 12, -3, 5, 3, -7
- CC1(C2CC2)NC(=O)N(CC(=O)N2CCN(c3ccccc3F)CC2)C1=O (configuration not stated)
→ 6, 0.0, -0.1, -15, -1, 7, 0, 6
- Cn1ccnc1SCC(=O)Nc1cccc(C#N)c1
→ 8, -0.1, 0.0, -13, 3, 6, 0, 9
- Brc1ccc(CNc2cc3c(cc2Br)OCCO3)cc1
→ ·, ·, 0.1, -11, -10, 8, -4, -1
- COc1ccccc1NC(=O)N1CCCCN2[C@H](CO)[C@H](c3ccc(C#CC4CCCC4)cc3)[C@@H]2C1
→ 1, -0.8, 0.2, 1, 13, -2, 0, 1
- Cc1cccc(C)c1NC(=O)CN(C)C(=O)C(c1ccccc1)c1ccccc1
→ ·, ·, 0.0, -12, 3, -5, 1, 3
- COc1ccc(S(=O)(=O)Nc2cccc3c2O[C@H](CN(C)C(=O)Nc2ccc(F)cc2)[C@@H](C)CN([C@H](C)CO)C3=O)cc1
→ 5, 0.4, 0.1, 2, 2, 3, -1, -2

Sorted by count of non-hydrogen atoms (lowest first): three of the compounds above
Values run as follows: RAD54 inh, E-selectin induc, XiGFP reactiv, RAD52 inh, ERp5 inh, esBAF inh, ERAP1 HTS inh, S100A4 inh HTS
- Cc1cc2c(cc1C)NC(=O)CC(c1ccccc1)=N2
→ ·, 0.0, -0.1, -9, 4, ·, 6, -5
- Cc1cccc(C)c1NC(=O)CN(C)C(=O)C(c1ccccc1)c1ccccc1
→ ·, ·, 0.0, -12, 3, -5, 1, 3
- C[C@H]1CN([C@@H](C)CO)C(=O)c2cc(/C=C/c3ccccc3)cnc2O[C@H]1CN(C)Cc1cccnc1
→ -17, 0.1, -0.2, 12, -1, 1, -1, 9

Next structures:
Values run as follows: RAD54 inh, E-selectin induc, XiGFP reactiv, RAD52 inh, ERp5 inh, esBAF inh, ERAP1 HTS inh, S100A4 inh HTS
- CC(C(=O)Nc1nc2ccccc2s1)n1cc([N+](=O)[O-])cn1 (configuration not stated)
→ ·, ·, 0.0, -12, 3, ·, 2, -2
- CO[C@H]1CN(C)C(=O)c2cc(NS(=O)(=O)CC(F)(F)F)ccc2OC[C@@H](C)N(C)C[C@@H]1C
→ 4, 0.1, 0.2, 14, 1, 0, 0, 23
- COc1ccc([N+](=O)[O-])cc1NC(=O)c1cc(C)c(C)o1
→ ·, ·, 0.4, -14, 2, ·, 3, 0
- C[C@@H]1CN([C@H](C)CO)C(=O)c2cc(C#CC3(O)CCCC3)cnc2O[C@@H]1CN(C)C(=O)Cc1ccccc1
→ -4, 0.1, -0.1, 7, -6, -2, 0, 5
- COc1cccc(C(=O)Nc2ccc3c(c2)C(=O)N(C)[C@@H]2CC[C@H](CC(=O)NCC(F)(F)F)O[C@@H]2CO3)c1
→ 0, 0.0, 0.2, -1, 0, 4, 4, 4
- CC(C)NC(=O)Nc1ccc2c(c1)C(=O)N([C@@H](C)CO)C[C@H](C)[C@H](CN(C)Cc1ccccc1)O2
→ 12, -0.3, 0.0, 5, 6, -5, -3, 9
- Cc1ccccc1-c1ccc([C@@H]2[C@@H](CO)N3CCCCN(S(=O)(=O)c4ccc(F)cc4)C[C@H]23)cc1
→ 3, -0.7, 0.1, ·, ·, 0, ·, ·
- Cc1ccc(S(=O)(=O)N(C)C[C@@H]2Oc3c(NC(=O)c4ccncc4)cccc3C(=O)N([C@@H](C)CO)C[C@H]2C)cc1
→ 2, 0.1, -0.7, -12, 0, 0, 0, 20
- COc1ccc(CN(C)CC(=O)NC(C)c2ccccc2)cc1OC (configuration not stated)
→ ·, -2.5, 0.3, -5, 0, -9, 0, -6
- CCCC(=O)Nc1ccc2c(c1)C(=O)N(C)[C@@H]1CC[C@@H](CC(=O)NCCCN(C)C)O[C@H]1CO2
→ 5, 0.1, 0.2, -5, 8, 12, 2, -51
- CS(=O)(=O)N1CCC2(CC1)OCCN2S(=O)(=O)c1ccccc1
→ -11, 3.9, 0.1, 4, 2, 0, -1, -11
- COC(=O)c1c2oc(c1C(=O)OC)C(=O)N[C@@H](Cc1ccccc1)Cn1cc(nn1)CNC(=O)[C@@H](Cc1ccccc1)NC(=O)N[C@@H](CO)CC2
→ -4, ·, ·, 1, 5, ·, -1, 18
- CCCc1nc2c(C)cc(Br)cn2c1Cc1ccsc1
→ 1, ·, -0.1, -28, -7, 0, 1, 18
- CCOC(=O)c1cc(OC(=O)c2cccs2)n(-c2ccccc2)n1
→ -1, ·, ·, -8, -10, ·, 3, -4
- COc1ccc(-c2cc(Cl)cc3c(=O)c4ccccc4n(C)c23)cc1F
→ -12, 0.4, 0.1, -76, -6, 7, -3, 10
- COC(=O)c1ccccc1NC(=O)C(=O)NCc1ccncc1
→ ·, ·, 0.5, -3, 3, 5, -5, 2
- C[C@@H]1CN([C@H](C)CO)C(=O)c2ccccc2-c2ccccc2CO[C@H]1CN(C)C(=O)[C@@H]1CCCN1C
→ -6, 0.6, 0.4, -33, -1, -5, -4, -9
- COc1ccc2c3c(n(C)c2c1)[C@@H](CO)N(Cc1ccccc1F)CC31CCN(C(=O)C2CCOCC2)CC1
→ ·, -0.2, 0.0, -185, -1, ·, -1, 0
- CC1CCC(CN2CCN=C2N(C)C)CC1 (configuration not stated)
→ -9, 0.3, 0.1, 5, 2, -5, -8, 2
- O=C(C[C@@H]1CC[C@@H](NC(=O)C2CCC2)[C@H](CO)O1)NCc1ccccc1Cl
→ -1, 1.8, -0.3, -4, -1, -4, 2, 10
- COCCN1C[C@@H](CO)O[C@@H](n2cnc3c(NCc4ccc(F)cc4)ncnc32)C1
→ -9, ·, 0.3, -21, 0, -8, 3, 6
- COc1ccccc1-c1ocnc1C(=O)N1CCN(S(=O)(=O)c2ccc(NC(C)=O)cc2)CC1
→ 10, ·, 0.1, -12, 4, -1, -3, 4
- Cc1noc(C)c1S(=O)(=O)Nc1ccc2c(c1)C(=O)N([C@H](C)CO)C[C@H](C)[C@H](CN(C)C(=O)C1CCCCC1)OCCCC[C@H](C)O2
→ -1, -0.1, 0.2, 7, -2, -1, -1, -10
- Cc1c(O)ccc2c(CN3CCOCC3)cc(=O)oc12
→ 12, ·, 0.1, -17, -2, -2, -40, -4
- COc1ccc(-c2noc(CN(C)C(=O)CCCN3C(=O)[C@H]4CC=CC[C@H]4C3=O)n2)cc1
→ -8, -0.2, -0.2, -29, 8, 1, -4, -12
- O=C(NC1CCCC1)C(c1ccc(F)cc1)N(Cc1ccc(F)cc1)C(=O)CCl (configuration not stated)
→ 3, ·, 0.0, -17, 12, ·, -2, -1
- CC(=O)N(Cc1ccc(Br)cc1)c1ccccc1C(=O)O
→ ·, -0.7, 0.0, -16, -5, 6, 2, 4
- CCc1cnc(N2[C@H](C#N)[C@@H](c3ccc(C#Cc4ccccc4F)cc3)[C@H]2CO)s1
→ -56, 0.0, 0.0, -45, 1, 7, 1, 3
- O=C(Cc1ccccc1)N1CC(=O)N2[C@@H](CO)[C@@H](c3ccc(Br)cc3)[C@@H]2C1
→ ·, 0.6, 0.3, -19, -9, ·, 0, 1
- O=S1(=O)CCS(=O)(=O)C1c1ccccc1
→ 4, ·, 0.3, 14, ·, ·, -10, 24
- CCCC(=O)N1CCC1(C)C(=O)Nc1ccc2nc(C)ccc2c1 (configuration not stated)
→ -16, -0.1, 0.0, 2, 2, 10, -5, -1
- Cc1cccc(C)c1-n1nnnc1C(c1cccc2ccccc12)N1CCN(C/C=C/c2ccccc2)CC1 (configuration not stated)
→ -12, 1.2, 0.0, -9, -7, -1, 0, -1
- CN1CCN(CCCNc2c(C=O)c(=O)[nH]c3ccccc23)CC1
→ -13, 0.1, 0.2, -38, 4, 3, 0, -3
- O=C(NCc1ccco1)C(c1ccncc1)N(C(=O)Cn1nnc2ccccc21)c1ccccc1F (configuration not stated)
→ 7, -0.1, 0.1, -13, 1, 2, 5, 6
- CC(C)(C)c1ccc(S(=O)(=O)NNC(=O)C2CCN(Cc3cccc(F)c3)CC2)cc1
→ ·, ·, 0.0, -11, -2, ·, -3, -2
- COC(=O)C1=NN(c2ccc(Cl)cc2)C2C(=O)N(c3ccccc3OC)C(=O)C12 (configuration not stated)
→ ·, 0.0, 0.0, -4, -1, 3, 19, -1
- CCOC(=O)CCCCNC(=O)Nc1ccccc1
→ 3, -0.4, 0.0, 5, -6, -11, 3, 5
- COc1cccc(C(O)c2ncc(-c3cccc4ccccc34)[nH]2)c1 (configuration not stated)
→ 2, 0.2, 0.1, -15, -1, -1, 2, 1
- COc1ccc(S(=O)(=O)Nc2ccc3c(c2)CC(=O)N([C@H](C)CO)C[C@H](C)[C@H](CN(C)Cc2ccc(-c4ccccc4)cc2)O3)cc1
→ -1, 0.2, -0.4, -9, -3, -2, 0, 0
- COC(=O)c1cc(-c2ccc(Cl)cc2)n(-c2ccc(S(N)(=O)=O)cc2)n1
→ ·, ·, 0.0, -4, 10, ·, -3, 2
- COc1ccc2c3c([nH]c2c1)[C@@H](CO)N(C(=O)c1ccncc1)CC31CN(C(=O)C2CCC2)C1
→ ·, -0.4, 0.7, 0, 0, ·, 1, 10
- CC1(C)CC(NC(=O)c2cc([N+](=O)[O-])cc([N+](=O)[O-])c2)CC(C)(C)N1
→ 8, ·, 0.0, 4, 5, -3, 0, 5
- O=C(CSc1ccc(-c2cccnc2)nn1)Nc1ccccc1C(F)(F)F
→ -14, ?, 0.2, 1, 4, 0, 1, -2
- CCOC(=O)CC1(NC(=O)c2cc(COc3c(F)cccc3F)on2)CCCCC1
→ 1, 0.3, 0.0, 7, -3, -4, 0, 0
- O=C(CCC(=O)N(CC(=O)NC1CCCCC1)Cc1ccccc1)Nc1ccccn1
→ ·, 0.3, 0.0, 0, 3, ·, -5, 4
- CC(=O)Nc1ccc(Nc2nc(C)nc3c2nnn3Cc2ccccc2Cl)cc1
→ -6, ·, 0.0, -19, 1, 13, 1, 0
- COc1ccc(Cc2nc3ccc(C(=O)NCCCSC)cc3o2)cc1OC
→ -5, 0.0, 0.4, -11, 0, 77*, -2, -1
- CCc1noc(C)c1C(=O)NNC(=O)c1cc(OC)c(OC)c(OC)c1
→ ·, -1.2, 0.1, 12, 2, 4, 6, -2
